MEX-5 binding: C. elegans MEX-5 TCR-2 RNA binding activity; MEX-5/FITC-TCR2 RNA binding, fluorescence polarization; hits give low values; activity score (negative = inhibition of binding), % at 10 µM; hit rate 0.38% among 300,000; AID 1832;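 active = inhibition past about -25% in most replicates, and total fluorescence under double the plate's negative control median, limit read from the data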;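 note: 0% = DMSO and -100% = 5 µM competing unlabeled TCR2 RNA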
Target sequence (Q9XUB2 whole entry, looked up): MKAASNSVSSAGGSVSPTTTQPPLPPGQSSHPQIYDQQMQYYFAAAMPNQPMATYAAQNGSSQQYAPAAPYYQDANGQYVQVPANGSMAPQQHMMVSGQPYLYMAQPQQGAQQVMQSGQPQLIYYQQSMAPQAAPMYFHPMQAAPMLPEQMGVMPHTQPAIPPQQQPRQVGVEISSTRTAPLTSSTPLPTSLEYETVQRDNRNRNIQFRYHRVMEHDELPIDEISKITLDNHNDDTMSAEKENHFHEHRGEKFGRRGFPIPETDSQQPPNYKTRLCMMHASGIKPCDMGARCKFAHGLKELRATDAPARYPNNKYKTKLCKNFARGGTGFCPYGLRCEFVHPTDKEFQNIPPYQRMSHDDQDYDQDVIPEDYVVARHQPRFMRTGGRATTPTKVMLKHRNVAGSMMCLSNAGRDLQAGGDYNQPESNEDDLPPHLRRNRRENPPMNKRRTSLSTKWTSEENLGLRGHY
Efflux pump mplx: blocks antifungal efflux pumps in multiplex yeast assay. S. cerevisiae Candida pump triplex, Nile Red efflux. inhibition, % at 10 µM. hit rate 0.44% among 330,000. AID 485275;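 active = plate passing quality check with inhibition over a set limit, or well fluorescence over plate mean plus 4 SD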;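 note: Nile Red retained in pooled yeast measured as flow cytometry median fluorescence; 0% = buffer negative control and 100% = Enniatin B positive control; higher means more Nile Red kept so more efflux inhibition; some compounds called inactive have numbers as strong as hits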
GLD-1 RNA inh: GLD-1-TGE RNA interaction inhibition (C. elegans). purified GLD-1 + fluorescein TGE RNA, fluorescence polarization. inhibition, % at 5.96 µM. hit rate 0.44% among 320,000;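 active = percent inhibition above a per-plate cutoff, the plate mean of test compounds plus 3 SD, cut at about 30% in these data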;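 note: 0% = DMSO wells with GLD-1 and probe and 100% = wells lacking GLD-1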
EBNA-1 inhibitor: blocks EBNA-1 binding to DNA; inhibition, % at 14.8 µM; AID 1950; EBNA-1 DNA binding, fluorescence polarization; hit rate 0.34% among 300,000; in the data active = inhibition above about 28%
ZTA DNA inh: blocks Epstein-Barr virus ZTA, an EBNA-1 counter-screen. P03206. ZTA-DNA binding, fluorescence polarization. inhibition, % at 11 µM. hit rate 0.15% among 320,000; in the data active = inhibition above about 33%
Bcl-xL primary: Bcl-xL (human) inhibition; Q07817; GST-Bcl-xL / FITC-Bim BH3 peptide fluorescence polarization; inhibition, % at 10.9 µM; hit rate 0.7% among 320,000; AID 2129;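 active = inhibition above the mean of all tested compounds plus 3 SD, cutoff set per campaign, cut at about 30% in these data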;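 note: 0% = DMSO wells and 100% = unlabeled Bim-BH3 peptide competitor; inhibitors lower millipolarization by displacing the labeled peptide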
MCL1-BIM inh: disrupts human MCL1 binding to BIM-BH3 peptide | GST-MCL1 / FITC-Bim-BH3 fluorescence polarization | inhibition, % at 10.9 µM | hit rate 0.68% among 320,000 | AID 2057;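 active = inhibition above the mean inhibition of all tested compounds plus 3 SD, set per campaign, cut at about 40% in these data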;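 note: 0% = DMSO wells and 100% = unlabeled Bim-BH3 peptide control; higher means more loss of mP so more displacement of Bim peptide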
Target sequence (Q07820 whole entry, looked up): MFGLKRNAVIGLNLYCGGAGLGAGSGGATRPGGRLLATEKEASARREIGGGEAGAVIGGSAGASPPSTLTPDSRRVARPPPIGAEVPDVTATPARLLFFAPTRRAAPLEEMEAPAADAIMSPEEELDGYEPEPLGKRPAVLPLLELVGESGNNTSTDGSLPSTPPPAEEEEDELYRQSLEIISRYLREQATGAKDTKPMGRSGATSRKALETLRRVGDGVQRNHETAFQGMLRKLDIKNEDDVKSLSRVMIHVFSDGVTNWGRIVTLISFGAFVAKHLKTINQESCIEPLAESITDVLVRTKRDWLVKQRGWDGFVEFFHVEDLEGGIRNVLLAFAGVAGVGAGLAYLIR
CR mimetic SO: caloric restriction mimetics inhibiting age-related superoxide in yeast | S. cerevisiae aged cells, superoxide DHE fluorescence; hits give low values | superoxide response (% of plate mean), % at 10 µM | hit rate 0.18% among 330,000 | AID 2690;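 active = superoxide response under a set limit, about three screen SD below normal, cut at about 65% in these data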;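 note: yeast aged for seven days with compound at 30 °C before DHE staining; 100% = average MFI of all compound-treated wells on the plate with controls excluded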
Fam108B counter: counter-screen for RBBP9 inhibitors: inhibitors of mouse Fam108B; recombinant Fam108B, FP-Rh probe fluorescence polarization; inhibition, % at 9.51 µM; AID 1947; hit rate 0.33% among 300,000;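 active = inhibition above the screen mean inhibition plus 3 SD, computed separately per campaign, cut at about 18% in these data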;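 note: inhibitors lower polarization as less probe binds the enzyme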
The depositor's hits bear a star; . = not tested or not shown; & = joins results of further samples. Random draw from the library; 2.3% or so of the library scored in one or more.

item	compound	Fam108B counter	ZTA DNA inh	MEX-5 binding	EBNA-1 inhibitor	Efflux pump mplx	GLD-1 RNA inh	MCL1-BIM inh	Bcl-xL primary	CR mimetic SO
1	Cc1ccccc1C(=O)NCCCNC(=O)c1ccccc1C	1	2	0.5	4	-0.1	-5	5	3	88
2	Cc1ccc(C(C)C)c(OCCOCCN2CCNCC2)c1	0	13	-0.5	6	-0.2	2	-2	4	94
3	Cc1ccc(-c2nn(CCC(=O)NN3CCOCC3)c(=O)c3ccccc23)cc1	2	-18	3.6	-14	0.0	4	-6	-3	94
4	CC(C)n1c(O)c(N=NC(=O)CNC(=O)Cc2ccc(Cl)cc2)c2ccccc21	1	11	-2.7	-3	-0.4	-4	10	8	114
5	COc1ccc(-c2nnc(N(C)C(=O)C3CCCO3)s2)cc1 (stereo not drawn)	1	-18	-0.2	10	0.1	-2	9	2	91
6	O=C(O)CSc1nc2c(c(C(F)(F)F)n1)CCCC2	1&-4	0&21	2.6&1.9	-11&-19	0.0&0.1	-4&2	7&-3	4&-3	102&97
7	CS(=O)(=O)N(CC(=O)N1CCOCC1)c1ccc2c(c1)OCO2	-2	7	2.1	-7	0.1	1	1	-1	106
8	COCC(C)n1c(SCC(=O)N(C)C2CCS(=O)(=O)C2)nc2ccccc2c1=O (stereo not drawn)	2	0	2.2	-1	-0.1	4	-2	1	94
9	CCOc1ncccc1C(=O)Nc1cccc(S(=O)(=O)NC2=NCCC2)c1	.	7	.	.	-0.1	-1	1	0	117
10	Cc1cccc(C)c1NS(=O)(=O)c1cc2c3c(c1)CC(=O)N3CCC2	1	-16	-4.6	-13	-0.1	4	-4	5	89
11	COc1ccc(N2C(=O)CC(N3CCN(c4cccc(Cl)c4)CC3)C2=O)cc1 (stereo not drawn)	4	-4	-1.5	5	-0.1	10	13	8	100
12	CCCCCCCCCCNC(=O)C(=O)Nc1ccccn1	5	0	1.9	-5	0.1	-11	1	10	94
13	COc1ccc(C(CC(=O)O)NC(=O)c2cc3cc(Br)ccc3oc2=O)cc1OC (stereo not drawn)	1	-19	0.2	1	-0.1	2	11	7	98
14	C/C(=N/NC(=O)c1ccc(Cl)cc1Cl)c1cccnc1	-2	-10	2.3	2	0.1	7	1	3	98
15	COc1cccc(CNC(=O)Cc2csc(NC(=O)Nc3ccccc3OC)n2)c1	-2	0	4.8	-2	0.0	3	0	9	107

Later entries
item	compound	Fam108B counter	ZTA DNA inh	MEX-5 binding	EBNA-1 inhibitor	Efflux pump mplx	GLD-1 RNA inh	MCL1-BIM inh	Bcl-xL primary	CR mimetic SO
16	Fc1ccc(-c2ccc(CNCc3ccccn3)o2)cc1Cl	1	-2	-3.3	1	0.1	5	1	-3	99
17	Cc1cc(N/N=C/c2ccccc2)nc(NCc2ccccc2)n1	4	-7	3.1	6	0.1	3	9	3	120
18	Cc1ccc(-c2nc3ccccc3c(=O)o2)cc1	-4	9	-0.9	0	0.0	-5	-8	-1	101
19	Fc1cccc(Cl)c1-c1nnc2ccc(C(F)(F)F)cn12	4	-6	2.0	2	0.0	3	-5	0	109
20	CC(NC(=O)CN1CCN(Cc2cccc(F)c2)CC1)c1ccccc1 (stereo not drawn)	1	9	0.8	-6	0.2	-2	1	1	88
21	Cc1ccc(NC(=O)Cc2nc(CCl)cs2)cc1	-1	10	0.7	9	0.0	6	3	8	96
22	CC(C)[C@H](NC(=O)c1ccccc1)C(=O)OCC(=O)N1CCc2ccccc2C1	3	5	2.7	1	0.0	-3	-8	-1	96
23	O=C(O)c1cc(NC(=O)c2cccc(C(=O)Nc3cc(C(=O)O)cc(C(=O)O)c3)c2)cc(C(=O)O)c1	-6	4	1.2	15	-0.1	0	-1	1	101
24	COc1cccc(CN(C)CC(=O)NC(=O)NCc2ccccc2)c1	-3	-3	-0.7	-2	0.1	2	-4	1	91
25	CC(C)(C)NC(=O)CSc1nnc(-c2ccccn2)n1-c1ccccc1	2	-4	1.1	21	0.0	4	-1	0	102
26	C/C(=N\NC(=O)c1ccccc1F)c1ccccn1	7	3	-0.3	8	-0.1	-5	6	7	105
27	CCNc1nc(NCC)n2c(SCC(=O)c3ccccc3Cl)nnc2n1	1	6	-0.5	4	-0.1	0	-5	-2	87
28	COc1ccc(CNC(=O)C(c2ccccc2F)N(C(=O)c2csnn2)C2CC2)cc1 (stereo not drawn)	2	-6	0.2	-9	0.0	-3	18	5	103
29	CCOC(=O)/C(C#N)=C1/C=C(C)NC(c2ccccc2O)=N1	13	-8	-2.4	-6	0.0	5	2	16	106
30	Cc1ccc(Cn2ncc3c(N4CCN(c5ccc(C)cc5)CC4)ncnc32)cc1	-3	-23	0.3	3	-0.2	4	9	4	104

Later entries:
item	compound	Fam108B counter	ZTA DNA inh	MEX-5 binding	EBNA-1 inhibitor	Efflux pump mplx	GLD-1 RNA inh	MCL1-BIM inh	Bcl-xL primary	CR mimetic SO
31	Cc1cc2oc(=O)cc(CN3CCCCC3C)c2cc1C(C)C (stereo not drawn)	-1	-8	2.3	4	0.1	-5	0	0	96
32	Nc1ccc(S(=O)(=O)N2CCCC2C(=O)O)cc1 (stereo not drawn)	-3	1	-1.5	-12	0.0	4	6	0	100
33	O=S(=O)(/C=C/c1ccccc1)NCCc1ccccn1	4	-11	1.1	2	0.1	2	0	2	88
34	Oc1ccc(/C=N/NC(=S)Nc2cccnc2)cc1O	10	-10	-45*	-15	0.3	-1	47*	14	104
35	COc1ccc(Cl)cc1NC(=S)Nc1ccc(Cl)cn1	-10	3	-8.5	4	0.0	3	-1	2	102
36	Cc1ccc(C(=O)Nc2ccon2)cc1S(=O)(=O)N1CCCC1	-2	-10	0.1	-9	-0.1	9	10	4	116
37	O=C(CC1C(=O)NCCN1Cc1ccc(-c2ccccc2)cc1)NCCCn1cccn1 (stereo not drawn)	-3	-4	-0.8	-9	0.1	6	14	12	101
38	c1cc(Nc2ncnc3sccc23)cc(-c2nnc3n2CCCCC3)c1	5	-11	1.0	6	-0.1	-3	-5	-7	95
39	COc1ccccc1N1CCN(CC(=O)N2N=CCC2c2ccccc2)CC1 (stereo not drawn)	-4	8	-1.2	6	-0.1	3	9	1	82
40	CCOC(=O)C1CCCN(C2CC(=O)N(c3ccccc3)C2=O)C1 (stereo not drawn)	1	-11	-4.5	-4	-0.1	3	2	7	100
41	CC(C)CNC(=O)c1cccc2c1-c1ccccc1C2=O	5	-10	0.3	0	0.1	-4	4	2	100
42	Cc1ccc(-c2ccc(/C=N/NC(=O)CN3CCCC3)o2)cc1Cl	-3	13	-0.3	-18	0.5	-1	-3	1	102
43	CSc1nc(Cl)cc(N(CCO)CCO)n1	-2	-4	2.4	-1	-0.3	-1	4	9	78
44	CNC(=O)c1[nH]cnc1C(=O)Nc1cccc(OC)c1	-4	-5	0.4	-10	0.6	-12	1	1	115
45	Cc1sc2ncn(CC(=O)NCCCC(=O)N(C)Cc3ccccc3)c(=O)c2c1C	5	-7	0.0	9	-0.1	6	0	-3	92

The list goes on.
item	compound	Fam108B counter	ZTA DNA inh	MEX-5 binding	EBNA-1 inhibitor	Efflux pump mplx	GLD-1 RNA inh	MCL1-BIM inh	Bcl-xL primary	CR mimetic SO
46	O=C(Cn1cnc(S(=O)(=O)N2CCCCC2)c1)NCc1ccco1	4	4	-1.0	2	-0.1	-3	4	7	94
47	COc1cc(SC)ccc1C(=O)N(C)Cc1ccccc1	0	4	-1.5	-6	0.0	3	3	5	112
48	CCCC(=O)NC(c1ccc(N(C)C)cc1)c1ccc2cccnc2c1O (stereo not drawn)	3	-12	2.1	7	0.0	1	3	1	87
49	CC(=O)c1cccc(NC(=O)COC(=O)C2=COCCO2)c1	-4	9	0.6	4	0.0	5	-5	-4	90
50	CCOC(=O)CSc1nc2cc(C)ccc2cc1C#N	-3	0	2.3	-13	0.0	3	6	14	92
51	Cc1ccc(N2CC(C(=O)OCc3nc(N)nc(Nc4ccccc4C)n3)CC2=O)cc1 (stereo not drawn)	-1	8	-0.5	-1	0.0	7	-2	1	104
52	COc1ccc(NCc2ccc3c(c2)OCO3)cc1Cl	3	-16	-6.8	-14	-0.1	5	7	4	90
53	CN(C)c1oc(-c2ccccc2Cl)nc1S(=O)(=O)c1ccccc1	7	-10	-2.2	5	-0.2	2	6	1	96
54	O=C(c1ccc(Cl)cc1)c1oc2ccccc2c1CS(=O)(=O)c1ccccc1	-2	15	.	5	-0.2	5	1	5	107
55	O=C(CSc1ncnc2[nH]ncc12)Nc1nc(-c2ccc(F)c(F)c2)cs1	-46	-5	0.4	8	-0.1	-6	-4	0	120
56	C/C(Cc1ccccc1)=N/NC(=O)CNC(=O)C(c1ccccc1)c1ccccc1	-2	-5	-0.4	6	-0.1	3	5	2	102
57	CCOC(=O)c1ccc2c(c1)nc(SCC(=O)c1ccco1)n2CC	1	3	-3.1	1	0.1	0	-12	-5	104
58	Cc1cc(C)n2nc(SCN3C(=O)c4ccccc4C3=O)nc2n1	5	-14	1.9	4	0.0	6	19	16	90
59	COc1ccc(CCC(C)N2CCC(CO)(Cc3ccccc3)CC2)cc1 (stereo not drawn)	0	-24	0.0	-8	-0.1	11	-6	3	91
60	COc1ccc(O)c(CN2CCN(CCc3ccccc3)C(CCO)C2)c1 (stereo not drawn)	6	-7	1.5	-8	-0.1	0	0	3	91

(more compounds)
item	compound	Fam108B counter	ZTA DNA inh	MEX-5 binding	EBNA-1 inhibitor	Efflux pump mplx	GLD-1 RNA inh	MCL1-BIM inh	Bcl-xL primary	CR mimetic SO
61	CCCOc1ccccc1/C=C(\C#N)C(=O)Nc1cccc(C)n1	12	-16	1.2	-7	0.0	1	5	5	107
62	COc1ccc(-c2nc(CS(=O)(=O)CC(=O)NCc3ccc4c(c3)OCO4)c(C)o2)cc1	-1	-4	0.9	0	0.0	-4	-1	-3	82
63	COc1ccc(C(=O)N=C2SC3CS(=O)(=O)CC3N2Cc2ccc(F)cc2)cc1 (stereo not drawn)	0	1	-2.2	-13	-0.1	-6	7	6	103
64	CCOC(=O)c1ccc(S(=O)(=O)NCC(c2ccc(N(C)C)cc2)c2c[nH]c3ccccc23)cc1 (stereo not drawn)	12	-9	-0.3	10	0.1	5	12	9	95
